# A3G deaminase: APOBEC3G DNA deaminase inhibitors, primary screen, biochemical, fluorescence, single-stranded DNA substrate, uHTS; DNA dC->dU-editing enzyme APOBEC-3G (Homo sapiens), Q9HC16; recombinant A3G, ssDNA deamination FAM/TAMRA fluorescence; inhibition, % at 20 µM; 330,000 compounds, 0.28% hits;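 active means inhibition of at least 40% at 20 µM, with no more than 30% in the related APOBEC3A deaminase screen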;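 further: plate controls were DMSO wells with A3G for no effect and wells lacking A3G enzyme for full effect; some compounds called inactive have numbers as strong as hits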
# hIAP activ: human IAP activators, primary screen, biochemical, luminescence, uHTS; Intestinal-type alkaline phosphatase (Homo sapiens), P09923; purified human IAP, CDP-Star luminescence, 30 min; hits give high values; 1 = vehicle-only enzyme, 0 = enzyme-free background; activation factor at 10 µM; 330,000 compounds, 0.16% hits; AID 2524, 2010;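 active means activation factor of the enzyme at least 2-fold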; further: the source names both 10 and 20 µM as test concentration; values of inactives mirror those of a sister screen read the other way
# Target sequence (P09923 whole entry, looked up): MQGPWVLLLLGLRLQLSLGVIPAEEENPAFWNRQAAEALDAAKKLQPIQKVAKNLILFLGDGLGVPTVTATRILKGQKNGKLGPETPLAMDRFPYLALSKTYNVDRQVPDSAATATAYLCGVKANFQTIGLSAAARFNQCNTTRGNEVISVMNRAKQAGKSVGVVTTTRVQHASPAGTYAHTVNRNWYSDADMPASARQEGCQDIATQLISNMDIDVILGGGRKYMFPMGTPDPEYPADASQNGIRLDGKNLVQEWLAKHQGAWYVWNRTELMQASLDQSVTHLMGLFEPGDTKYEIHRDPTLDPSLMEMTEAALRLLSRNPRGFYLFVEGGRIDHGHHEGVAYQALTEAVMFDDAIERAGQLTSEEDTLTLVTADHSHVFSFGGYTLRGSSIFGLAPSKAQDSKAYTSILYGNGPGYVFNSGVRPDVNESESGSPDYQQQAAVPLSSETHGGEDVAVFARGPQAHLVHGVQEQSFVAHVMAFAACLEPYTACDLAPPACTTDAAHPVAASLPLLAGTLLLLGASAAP
# GRIN3A LBD mod: binders of NR3A ligand-binding domain, primary screen, biophysical, differential scanning fluorimetry, uHTS; AID 1259313, 2017; 340,000 compounds, 2.5% hits; Glutamate receptor ionotropic, NMDA 3A (GRIN3A) ligand-binding domain; Tm shift relative to glycine control, % at 25 µM; NR3A LBD differential scanning fluorimetry, Tm shift; 0% = protein alone, 100% = glycine-bound protein;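 active means melting temperature shift of at least 10% of the positive control shift, at one fixed dose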
# mIAP act: activators of mouse IAP, primary screen, biochemical, luminescence, uHTS. 330,000 compounds, 0.24% hits. muIAP, CDP-Star luminescence, 30 min; hits give high values; 1 = vehicle-only enzyme signal, 0 = enzyme-free wells. activation factor at 10 µM;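 active means activation factor of at least 2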; further: the source names both 10 and 20 µM as test concentration; values of inactives mirror those of a sister screen read the other way
#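 also added = chemiluminescent substrate CDP-Star | test system = mouse IAP enzyme | signal = chemiluminescence readout | compound = DMSO-dissolved test compounds | incubation = 30 min at room temperature | benchmarks = DMSO wells, no-enzyme wells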
# APOBEC3A inh: APOBEC3A ssDNA deaminase inhibitors, primary screen, selectivity assay for APOBEC3G inhibitor project, biochemical, FAM/TAMRA oligo cleavage fluorescence | inhibition, % at 20 µM | DNA dC->dU-editing enzyme APOBEC-3A (Homo sapiens), P31941 | recombinant A3A, FAM/TAMRA ssDNA deamination fluorescence | 330,000 compounds, 0.41% hits;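 active means at least 40% inhibition at 20 µM here, with at most 30% in a related deaminase screen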;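 further: plate controls were A3A with DMSO for no effect and wells lacking A3A enzyme for full effect; some results filed as inactive read as strong as hits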
# Target sequence (P31941 whole entry, looked up): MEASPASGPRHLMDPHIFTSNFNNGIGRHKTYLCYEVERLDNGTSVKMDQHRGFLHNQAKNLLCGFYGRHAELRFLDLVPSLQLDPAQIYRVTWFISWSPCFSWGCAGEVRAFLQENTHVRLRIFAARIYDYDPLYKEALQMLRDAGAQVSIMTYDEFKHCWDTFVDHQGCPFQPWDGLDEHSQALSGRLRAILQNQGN
# mIAP block: inhibitors of mouse IAP, primary screen, biochemical, luminescence, uHTS. 330,000 compounds, 0.2% hits. intestinal alkaline phosphatase [Mus musculus]. inhibition, % at 10 µM. purified mouse IAP, CDP-Star luminescence, 30 min;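 active means inhibition of at least 40% at 10 µM in the primary screen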;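 further: plate controls were DMSO with enzyme for no effect and no enzyme wells for full effect; values of inactives mirror those of a sister screen read the other way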
# MIN6 prolif: inducers of MIN6 beta-cell proliferation, primary screen, ATP luminescence, uHTS; AID 2380, 2010; 330,000 compounds, 0.29% hits; MIN6 cells proliferation, ATPlite luminescence, 48 h; cells starved in 0.2% serum; 100% = growth in 10% serum; proliferation, % at 10 µM;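 active means compounds whose signal lies at least 3.5 SD above the mean of all wells on their plate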;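 further: 0% = DMSO-treated cells in low-serum medium and 100% = 10% serum control; some compounds called inactive have numbers as strong as hits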
# MPTP inh: mitochondrial permeability transition pore inhibitors, primary screen, biochemical, isolated mouse mitochondria, absorbance. Ca2+ swelling absorbance, 30 min. inhibition, % at 10 µM. 360,000 compounds, 1.4% hits. AID 602449, 2012;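 active means inhibition of 50% or more, scaled per plate between neutral and stimulator controls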;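 further: 0% = DMSO wells given calcium and 100% = 1 mM EGTA wells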
# hIAP inh: human IAP inhibitors, primary screen, biochemical, luminescence, uHTS. Intestinal-type alkaline phosphatase (Homo sapiens), P09923. purified IAP, CDP-Star luminescence, 30 min. inhibition, % at 10 µM. 330,000 compounds, 0.12% hits;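 active means inhibition reaching a set limit with compound at 10 µM in the primary screen, cut at about 35% in these data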;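 further: plate controls were DMSO wells with enzyme for no effect and no-enzyme buffer wells for full effect; values of inactives mirror those of a sister screen read the other way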
# * hit, by the source's call; . = not tested or not shown.
No.	Compound	A3G deaminase	hIAP activ	GRIN3A LBD mod	mIAP act	APOBEC3A inh
1	O=S1(=O)C=CC(Nc2cccc(Cl)c2)C1 (stereo unspecified)	0	1.2	0	1	-3
2	O=C(NCc1ccco1)Nc1ccc(Br)cc1Cl	-3	1.1	-1	1.4	-1
3	O=C1Nc2ccccc2C1(O)c1ccccc1 (stereo unspecified)	-8	1	-1	0.92	-3
4	O=C(NCc1ccco1)c1ccccc1O	1	0.95	1	0.91	-6
5	Cn1sc(NC(=O)c2ccccc2)nc1=O	-5	1.1	1	0.97	-5
6	CCCCNC(=S)Nc1ccccc1F	0	0.82	-4	1	2
7	CCc1ccccc1NC(=O)CSc1nnc(Cn2nnc3ccccc32)n1C	-2	1.1	.	1.1	0
8	COc1ccc(CNC(=O)c2sccc2C)cc1	-13	0.97	1	1	3

No.	mIAP block	MIN6 prolif	MPTP inh	hIAP inh
1	0	-3	-0.2	-19
2	-36	-1	1.8	-10
3	8	1	-1.0	-4
4	9	2	-0.8	5
5	3	-2	0.4	-12
6	-2	-2	-0.6	18
7	-7	2	-0.3	-14
8	-1	0	-0.3	3

# Later entries:
No.	Compound	A3G deaminase	hIAP activ	GRIN3A LBD mod	mIAP act	APOBEC3A inh
9	COC(=O)c1sccc1NC(=O)Nc1ccc(C(C)=O)cc1	0	0.97	3	0.94	2
10	Cc1onc(-c2c(Cl)cccc2Cl)c1C(=O)N1CCN(c2ccccc2)CC1	-7	1	-1	0.98	-2
11	Cc1ccccc1OCc1nc2ccc(S(=O)(=O)N3CCOCC3)cc2[nH]1	34	0.76	-1	1	4
12	Nc1ncnc2c1ncn2[C@H]1C[C@H](O)[C@@H](COP(=O)(O)O)O1	-4	0.9	-1	0.98	-3
13	Cc1noc(C)c1-c1ccc2ncnc(NC(C)c3ccco3)c2c1 (stereo unspecified)	-10	1.1	-1	1	-3
14	Cc1ccccc1C(=O)NN(C)c1nc2ccccc2nc1C(F)(F)F	-4	1.2	3	1.1	0
15	CCn1cc(C(C)NC(=O)COc2ccc(Cl)cc2C)c(C)n1 (stereo unspecified)	-5	1.1	-2	1.1	-3
16	COc1cccc(/C=C/C(=O)OCC(=O)NC2CC2)c1	-1	1.1	1	1.1	-4

No.	mIAP block	MIN6 prolif	MPTP inh	hIAP inh
9	6	3	2.6	3
10	2	-4	2.2	-4
11	-3	-2	8.8	24
12	2	13*	3.3	10
13	-2	-3	0.2	-14
14	-8	-1	-0.3	-23
15	-11	-4	-1.4	-5
16	-12	-4	-0.9	-6

# (listing goes on)
No.	Compound	A3G deaminase	hIAP activ	GRIN3A LBD mod	mIAP act	APOBEC3A inh
17	CCc1ccc(NC(=S)N(Cc2ccccc2)Cc2ccccn2)cc1	-5	0.97	-5	1.2	-8
18	CCCn1c(=O)c(/C(N)=N/O)nn(-c2cccc(C(F)(F)F)c2)c1=O	3	1	1	1.1	7
19	CCCN(C(=O)COC(=O)CCOc1ccccc1C)c1c(N)n(Cc2ccccc2)c(=O)[nH]c1=O	-5	0.8	1	0.99	2
20	FC(F)Sc1nc2ccccc2[nH]1	-2	0.89	-1	1	-3
21	COc1ccc(C2CCCN2C(=S)Nc2ccccc2C)cc1OC (stereo unspecified)	-7	1	-1	0.97	-3
22	COCCCNC(=O)c1ccc(S(=O)(=O)c2ccc(Cl)cc2)c(NC(C)=O)c1	-10	1	0	0.89	-3
23	CN(CCC#N)C(=O)COC(=O)c1ccc(CNS(=O)(=O)c2ccc(F)c(Cl)c2)cc1	2	0.97	-2	0.99	2
24	CSc1cc(C)n(-c2ccccc2)c(=S)c1C(C)=O	-6	1.2	12*	0.92	1

No.	mIAP block	MIN6 prolif	MPTP inh	hIAP inh
17	-19	-6	-1.6	3
18	-8	-4	-0.2	-2
19	1	2	-0.9	20
20	-1	0	5.1	11
21	3	3	1.8	-2
22	11	3	-0.2	-4
23	1	-2	0.1	3
24	8	2	-0.1	-20

# Next section (4 carried over from the part before).
No.	Compound	A3G deaminase	hIAP activ	GRIN3A LBD mod	mIAP act	APOBEC3A inh
21	COc1ccc(C2CCCN2C(=S)Nc2ccccc2C)cc1OC (stereo unspecified)	-7	1	-1	0.97	-3
22	COCCCNC(=O)c1ccc(S(=O)(=O)c2ccc(Cl)cc2)c(NC(C)=O)c1	-10	1	0	0.89	-3
23	CN(CCC#N)C(=O)COC(=O)c1ccc(CNS(=O)(=O)c2ccc(F)c(Cl)c2)cc1	2	0.97	-2	0.99	2
24	CSc1cc(C)n(-c2ccccc2)c(=S)c1C(C)=O	-6	1.2	12*	0.92	1
25	Cn1c(OCc2cccnc2)nc2c1c(=O)n(Cc1ccc(Br)cc1)c(=O)n2C	-7	1.1	-1	1	-1
26	N/C(=N\OC(=O)CCC1CCCC1)c1ccc([N+](=O)[O-])cc1	-6	1	5	0.97	-4
27	CC(=O)N1CCC2(CC1)CC(=O)c1cc(Cl)ccc1O2	-1	0.99	1	1	0
28	COc1cccc(CC(NC(C)=O)C(=O)NC2CCN(S(=O)(=O)c3ccc(NC(C)=O)cc3)CC2)c1OC (stereo unspecified)	-11	0.96	-4	0.97	-3
29	CC(=O)c1nn(-c2ccc(C)cc2)cc1C(=O)c1cccc(Br)c1	-4	1.1	2	0.96	-4
30	Cc1nc(-c2cccc(S(=O)(=O)N3CCCCC3)c2)cs1	-3	0.92	-1	0.86	9
31	CCOc1ccc(S(=O)(=O)c2c(C(=O)c3ccc(C)cc3)cnc3cc4c(cc23)OCCO4)cc1	-11	0.91	-2	0.95	-4
32	Cc1cccc(C)c1NC(=O)CNC(=O)c1cccnc1	-1	1.1	-1	0.96	3

No.	mIAP block	MIN6 prolif	MPTP inh	hIAP inh
21	3	3	1.8	-2
22	11	3	-0.2	-4
23	1	-2	0.1	3
24	8	2	-0.1	-20
25	-1	-1	21	-9
26	3	2	1.6	-5
27	-4	0	-1.9	0
28	3	-4	-2.4	4
29	4	1	-3.0	-11
30	14	3	1.3	8
31	5	3	0.0	9
32	4	1	0.9	-8

# (listing goes on)
No.	Compound	A3G deaminase	hIAP activ	GRIN3A LBD mod	mIAP act	APOBEC3A inh
33	CC(C)CCn1c(Sc2nc3ccccc3s2)nc2c1c(=O)[nH]c(=O)n2C	-1	0.95	0	0.9	1
34	CC(=O)Nc1ccc(/C=C/c2noc(-c3ccccc3O)n2)cc1	-10	1.1	12*	1	-4
35	O=C(N1CCOCC1)N1CCN(c2nc(-c3ccc(F)cc3)cs2)CC1	-4	0.98	-2	1.1	-2
36	CC1CCC(NC(=O)Cn2c(=O)[nH]c3ccsc3c2=O)CC1 (stereo unspecified)	6	1.1	0	1.1	2
37	CCOc1ccc(-c2cc(N)n(S(=O)(=O)c3ccc(OC)c(OC)c3)n2)cc1	-8	0.92	-2	0.98	5
38	CN1CCN(C(=S)c2cn(Cc3ccccc3)c3ccccc23)CC1	-3	0.92	0	1.1	-5
39	CC(=O)c1cccc(NCC(=O)Nc2cccc(S(=O)(=O)N3CCCCC3)c2)c1	-8	0.88	-1	1	-1
40	Cc1c(NC(=O)c2ccco2)cccc1C(=O)NN1C(=O)c2ccccc2C1=O	1	0.94	0	0.9	4

No.	mIAP block	MIN6 prolif	MPTP inh	hIAP inh
33	10	0	-1.1	5
34	0	-1	1.3	-10
35	-6	-1	-0.4	2
36	-6	3	1.1	-15
37	2	-2	0.0	8
38	-14	-2	0.1	8
39	-3	1	-0.7	12
40	10	0	4.6	6

# Other structures follow.
No.	Compound	A3G deaminase	hIAP activ	GRIN3A LBD mod	mIAP act	APOBEC3A inh
41	COC(=O)C1=C(N)N(c2ccccc2C(F)(F)F)C2=C(C(=O)CCC2)C1c1ccc2c(c1)OCO2 (stereo unspecified)	-3	1.1	-1	0.95	1
42	Cn1c(=O)c(C(=O)CSc2nncs2)c(N)n(Cc2ccccc2)c1=O	-2	0.96	2	1	0
43	Cc1ccccc1OCC(=O)N/N=C/c1cn(C)c2ccccc12	-10	0.8	-14	0.96	-3
44	COc1cc(/C=C/C(=O)OCC(=O)NCc2ccc(F)cc2)ccc1O	-4	1.2	-1	1	0
45	CC1(C)CC(C(CC(=O)O)c2ccccc2)CCO1 (stereo unspecified)	-7	1	-1	0.98	1
46	COC(=O)c1ccc(/C=N/OCC(=O)NCc2ccc(F)cc2)cc1	-8	1.1	1	0.97	6
47	O=C(NCCCn1ccnc1)c1cc([N+](=O)[O-])cc([N+](=O)[O-])c1	0	0.9	6	0.92	4
48	O=C1c2ccccc2NC(c2ccco2)N1NS(=O)(=O)c1ccccc1 (stereo unspecified)	-6	0.91	-3	0.97	-5

No.	mIAP block	MIN6 prolif	MPTP inh	hIAP inh
41	4	-4	-5.7	-9
42	-2	-4	0.3	4
43	4	3	0.4	20
44	0	-3	0.1	-16
45	2	-2	0.4	0
46	2	-4	-0.1	-11
47	8	0	-0.6	10
48	3	-3	-1.6	9

# Structures listed so far shown as hits in GRIN3A LBD mod.
cpd	SMILES	A3G deaminase	hIAP activ	GRIN3A LBD mod	mIAP act	APOBEC3A inh	mIAP block	MPTP inh	hIAP inh
24	CSc1cc(C)n(-c2ccccc2)c(=S)c1C(C)=O	-6	1.2	12*	0.92	1	8	-0.1	-20
34	CC(=O)Nc1ccc(/C=C/c2noc(-c3ccccc3O)n2)cc1	-10	1.1	12*	1	-4	0	1.3	-10

# Additional results
No.	Compound	A3G deaminase	hIAP activ	GRIN3A LBD mod	mIAP act	APOBEC3A inh
49	O=C(COc1ccc(Cl)cc1Cl)Nc1cccc(-c2ccc(N3CCOCC3)nn2)c1	-4	0.98	-1	0.95	-1
50	N#CC(c1ccccn1)c1ncc(C(F)(F)F)cc1Cl (stereo unspecified)	4	1	8	1	3
51	CCOC(=O)N1CCC(n2c(=S)[nH]c3cc(OCC)c(OCC)cc3c2=O)CC1	3	1	-1	1	7
52	CCc1c(C)nc(N)c(C#N)c1-c1ccccc1	-8	0.97	-2	0.91	-3
53	CCCC(C(=O)NC1CCCC1)N(Cc1ccccc1)C(=O)c1snc(C(N)=O)c1N (stereo unspecified)	-6	0.94	0	0.97	2
54	Clc1ccccc1-c1csc(Nc2cccnc2)n1	-3	0.92	0	1	-3
55	CCOC(=O)c1c(CN2CCN(CCO)CC2)n(C)c2cc(Br)c(OC)cc12	-2	0.83	-1	1	1
56	Cc1c(C(=O)Nc2ccc3c(c2)OCCO3)sc2nc(-c3ccccc3)cn12	-3	1	27*	0.99	-5

No.	mIAP block	MIN6 prolif	MPTP inh	hIAP inh
49	5	-2	0.1	2
50	-1	8.3*	-9.1	-2
51	0	-3	-0.8	-4
52	9	0	-1.3	3
53	3	0	0.1	6
54	-5	0	1.9	8
55	-2	-4	68*	17
56	1	-4	9.3	-3
